H37Rv inhibition = M. tuberculosis growth inhibition, HTS (AID 449762). M. tuberculosis H37Rv growth inhibition, 7H9 media; higher % means a stronger effect. inhibition, % at 25 µM; hits with a dose series show IC50 in µM. 0.59% of 330,000 active; in the data active = a potency from the dose series; inconclusive = inhibition above about 70% without an active follow-up result;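 note: bacterial growth assessed after seven days of incubation; strong numbers were not always called active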
tuberculosis growth = growth inhibition of non-replicating M. tuberculosis (AID 488890); inhibition, % at 25 µM; hits with a dose series show IC50 in µM; Mycobacterium tuberculosis non-replicating, growth inhibition; higher % means a stronger effect; 0.39% of 320,000 active; in the data active = a potency from the dose series; inconclusive = inhibition mostly from about 82% at the one dose, without a potency; inactive = the rest, 99 in 100 with inhibition below about 76%;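 note: plate controls were DMSO cells for no effect and high antibiotic wells for full effect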
VEEV TC-83 Vero = inhibitors of VEEV TC-83 cytopathic effect, confirmation, Vero cells (AID 588727); inhibition, % at 20 µM; hits with a dose series show IC50 in µM; Vero cells, VEEV TC-83 cytopathic effect inhibition; higher % means a stronger effect; 0.13% of 350,000 active; in the data active = a potency from the dose series; inconclusive = inhibition mostly from about 14% at the one dose, without a potency; inactive = the rest, 99 in 100 with inhibition below about 12%; note: strong numbers were not always called active
H1N1 NS1A inhibition = H1N1 influenza NS1A inhibitors, functional cell based assay (AID 504329) | inhibition, % at 12.5 µM, or IC50 in µM where a hit was titrated | NS1A functional cell-based assay, percent inhibition; higher % means a stronger effect | 0.3% of 340,000 active; in the data active = a potency from the dose series; inconclusive = inhibition above about 27% without an active follow-up result; note: strong numbers were not always called active
Salmonella PhoP GFP = PhoP regulon inhibitors, Salmonella typhi PhoP promoter GFP reporter, confirmatory (AID 1850). Salmonella Typhi PhoP-promoter GFP reporter, fluorescence, 4 h; higher % means a stronger effect. inhibition, % at 50 µM, or IC50 in µM where a hit was titrated. 0.33% of 310,000 active; in the data active = a potency from the dose series; inconclusive = inhibition mostly from about 25% at the one dose, without a potency; inactive = the rest, 99 in 100 with inhibition below about 19%;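 note: 0% = induced wells with vehicle and 100% = uninduced wells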
VEEV TC-83 Vero 10K pilot screen = second read-out of VEEV TC-83 Vero, no call of its own (marks repeat the call); inhibition, %; measured here: 10K pilot screen inhibition
The depositor's hits bear a star; i = inactive; u = inconclusive; x = not tested or not shown. Random draw from the library; overall some 1.5% were active at least once.

SMILES	H37Rv inhibition	tuberculosis growth	VEEV TC-83 Vero	H1N1 NS1A inhibition	Salmonella PhoP GFP	others
Cc1ccc(CC(=O)N(Cc2ccccc2)c2ccccn2)cc1	5.5%	-7.9%	0.7%	-10.4%	3.4%
Cc1ccc2c(c1)c(=O)c1c3n2CCN(C(=O)CCl)C3CC1 (stereo unspecified)	u	55.7%	7.0%	-1.5%	-3.1%
O=C(CSc1nnc(NC(=O)C2CC2)s1)Nc1ccccc1C(F)(F)F	7.7%	-5.7%	1.8%	6.9%	3.7%
COc1ccc(CCC(=O)NCCS(=O)(=O)N2CCN(c3ccc(OC)cc3)CC2)cc1	-0.5%	-2.5%	0.2%	1.4%	10.2%
CCOc1ccc(-c2noc(CCC(=O)NC)n2)cc1OCC	-2.3%	-0.9%	5.4%	9.4%	-8.2%
O=C(Nc1ccc(-c2nc3ccccc3o2)cc1)c1ccc2c(c1)OCO2	1.3%	7.9%	4.3%	22.1%	-8.5%	VEEV TC-83 Vero 10K pilot screen=1.8
CN(C)/C=C/C(=O)c1ccc2noc(-c3ccccc3)c2c1	5.4%	24.7%	8.0%	-6.1%	1.0%
Cc1ccc(C(=O)N2CC(C(=O)O)C2)cc1	-11.5%	-10.8%	1.6%	x	7.2%
COc1ccccc1CNC(=O)CCc1ccccc1	-0.6%	67.9%	0.1%	-4.2%	-4.1%
COC(=O)c1sccc1NC(=O)COc1ccc(C)cc1	4.7%	68.9%	4.6%	1.8%	-7.9%
COC(=O)C1=C(c2ccccc2OCc2ccccc2)C[C@@H]2CC[C@H]1N2C(=O)NCc1ccccc1	-6.8%	29.9%	3.1%	-0.6%	x	VEEV TC-83 Vero 10K pilot screen=3.1
Cc1ccc2c(COC(=O)c3ccccc3F)cc(=O)oc2c1	4.1%	6.2%	i	9.4%	9.8%
Cc1cc(C)cc(N(CC(=O)NCc2ccc(F)cc2)C(=O)CCC(=O)Nc2ccccn2)c1	-1.0%	-2.9%	2.3%	6.0%	-5.5%
O=Cc1ccccc1OCCOc1ccc([N+](=O)[O-])cc1	7.6%	44.7%	0.5%	-5.3%	-2.1%
CCCn1c(CCNc2nc(-c3ccc(OC)cc3)cs2)nc2ccccc21	2.8%	46.4%	0.8%	-5.9%	-23.6%
CC1(C)CC(NC(=O)c2ccc(-c3ccc([N+](=O)[O-])cc3)o2)CC(C)(C)N1	5.9%	32.6%	4.4%	14.6%	-3.1%
O=C(NCc1nnnn1-c1ccc(F)c(F)c1)c1ccc2ccccc2c1	24.9%	7.2%	3.3%	2.8%	-7.1%
CCc1c(C)sc(NC(=O)c2ccco2)c1C#N	x	x	9.9%	7.3%	x
CCOc1cc(CNn2nnnc2N)ccc1OCC(=O)NC(C)(C)C	-1.1%	0.4%	2.2%	3.2%	-9.7%
O=C(NCc1ccccc1Cl)c1ccccc1CCc1ccccc1	8.9%	17.6%	0.6%	-0.1%	-6.0%
O=C(CSc1n[nH]c(=O)[nH]c1=O)Nc1ccc(SC(F)F)cc1	0.7%	16.8%	1.2%	-0.7%	x
Cc1cc(C)nc(SCc2nnc(SCc3ccccc3Cl)o2)n1	-6.1%	74.1%	6.8%	0.8%	-4.1%
COc1ccccc1N1CCN(C(=O)c2ccc(NS(=O)(=O)c3ccc(C)cc3)cc2)CC1	14.9%	1.5%	9.2%	6.7%	0.9%
O=C(c1cnn(C(=O)c2ccco2)c1)c1cc(Cl)cc(Cl)c1O	-5.4%	17.0%	0.9%	-1.2%	x
O=C(CSc1nc2ccccc2[nH]1)Nc1cc(C(F)(F)F)ccc1N1CCOCC1	13.0%	8.1%	4.6%	8.1%	-13.3%
Cc1cc(C(=O)OCC(=O)N2c3ccccc3NC(=O)C2(C)C)c(C)n1-c1ccccc1	-4.4%	8.7%	3.4%	-2.1%	-5.9%
O=C(c1ccccc1)c1sc(N2CCOCC2)nc1-c1ccccc1	11.4%	33.9%	6.8%	-12.9%	-9.1%
COc1ccc2c(c1)c(-c1csc(N)n1)c(C)n2C	4.1%	1.0%	0.6%	9.4%	-6.4%
Cc1cccc(C)c1NC(=O)COc1ccc2c(C)c(Cc3ccccc3)c(=O)oc2c1C	5.9%	-8.1%	i	13.9%	-6.2%
CNC(=S)NNC(=O)c1cccs1	1.9%	4.2%	i	-5.5%	-1.7%
Cc1csc2c(N3CCN(C(=S)Nc4ccc(F)cc4F)CC3)ncnc12	-10.2%	47.1%	12.5%	11.0%	10.7%
O=C1C=C(c2ccc3c(c2)OCCO3)C[C@@H](c2ccc(F)cc2)C1	3.3%	29.1%	2.3%	7.0%	x
O=C(CCN1C(=O)C2CC=CCC2C1=O)OCC(=O)c1ccc(F)cc1 (stereo unspecified)	1.0%	-8.1%	2.9%	-0.5%	x
O=C1CC(N(CCc2ccccc2)C(=S)Nc2ccccc2)C(=O)N1c1ccc(F)cc1 (stereo unspecified)	-10.9%	11.7%	0.7%	0.1%	3.5%
COc1ccccc1C(C)NC(=O)c1ccc(C)o1 (stereo unspecified)	2.7%	71.7%	1.6%	-5.4%	2.9%
Cn1c(SCc2ccccc2Cl)nc2c1c(=O)[nH]c(=O)n2C	-3.8%	-15.9%	i	-3.4%	-2.6%
C[C@H](O)[C@@H]1C(=O)N2CCc3ccc(N4CCN(C)CC4)cc3[C@@H]2C[C@@H]1N(C)C(=O)Nc1cc(Cl)cc(Cl)c1	x	x	i	1.2%	x
N/N=C(\Cc1cscn1)c1ccc(O)cc1O	4.2%	-1.5%	0.9%	-0.1%	11.3%
CN(C(=O)CN1C(=O)NC2(CCc3ccccc32)C1=O)C1CCCCC1 (stereo unspecified)	-5.4%	3.5%	x	x	x
Cc1ccc(S(=O)(=O)N/N=C/c2c[nH]c3ccccc23)cc1	10.5%	-5.3%	i	0.2%	5.7%
CC(/C=N/NC(=O)C(O)c1ccccc1)=C\c1ccccc1 (stereo unspecified)	2.2%	3.4%	i	5.2%	14.1%
Cc1ccc(S(=O)(=O)N2CCC(C(=O)NCCN3CCCCCC3)CC2)cc1	-6.7%	26.1%	1.4%	8.3%	-8.0%
O=C(O)CCCCCN1C(=O)/C(=C/c2ccncc2)SC1=S	10.7%	u	1.5%	-7.2%	1.8%
COc1cc(NC(=O)CSCc2cnn(-c3ccccc3)c2-n2cccc2)cc(OC)c1	-5.2%	5.5%	9.7%	5.7%	-2.4%	VEEV TC-83 Vero 10K pilot screen=4.7
O=C1c2ccccc2C(=O)C1C(=O)C1CC1	x	x	6.2%	1.9%	x

In the list so far, these contain a thiophene ring, fused or not:
SMILES	H37Rv inhibition	tuberculosis growth	VEEV TC-83 Vero	H1N1 NS1A inhibition	Salmonella PhoP GFP	others
COC(=O)c1sccc1NC(=O)COc1ccc(C)cc1	4.7%	68.9%	4.6%	1.8%	-7.9%
CCc1c(C)sc(NC(=O)c2ccco2)c1C#N	x	x	9.9%	7.3%	x
CNC(=S)NNC(=O)c1cccs1	1.9%	4.2%	i	-5.5%	-1.7%
Cc1csc2c(N3CCN(C(=S)Nc4ccc(F)cc4F)CC3)ncnc12	-10.2%	47.1%	12.5%	11.0%	10.7%

Further compounds follow.
SMILES	H37Rv inhibition	tuberculosis growth	VEEV TC-83 Vero	H1N1 NS1A inhibition	Salmonella PhoP GFP	others
Cc1ccc(N2CC(C(=O)NCCC3=CCCCC3)CC2=O)cc1 (stereo unspecified)	-3.0%	-1.0%	2.0%	-16.5%	-11.9%
C[C@@H]1CN(Cc2nc(-c3cccs3)no2)C[C@H](C)O1	-1.3%	19.7%	0.7%	9.1%	1.1%
CCOC(=O)c1sc(N)c(C#N)c1CSc1nc2ccc(OCC)cc2[nH]1	8.3%	27.1%	11.9%	0.5%	-4.0%
COc1ccc(CN2CCCN(S(=O)(=O)c3ccc(Br)cc3)CC2)cc1	5.0%	33.5%	i	-13.5%	-5.1%
COc1ccccc1NC(=O)Nc1ccc(C(=O)N2CCCCC2)cc1	25.6%	21.1%	3.9%	-17.4%	6.4%
CC(=O)NNC(=O)N1Cc2ccccc2Oc2ccc(Cl)cc21	32.5%	-5.7%	1.8%	-0.1%	-5.7%
CCOc1ccc(N(CC(=O)Nc2cccc(C)c2C)S(=O)(=O)c2c(C)[nH]c(=O)[nH]c2=O)cc1	-11.5%	6.1%	i	-9.0%	10.3%
CC(C)CCSc1nc2ccccc2[nH]1	-3.2%	49.9%	0.7%	4.0%	4.7%
CC(C)(C)c1nc(SCC(=O)c2ccccc2)c2ccccc2n1	6.1%	23.4%	3.8%	9.7%	-1.5%
O=C(CCc1ccc(S(=O)(=O)N2CCOCC2)cc1)OCC(=O)c1ccccc1F	51.6%	78.1%	i	-4.6%	x
CCn1c(SCC(=O)Nc2ccc(S(N)(=O)=O)cc2)nnc1-c1ccccc1OC	-3.1%	5.9%	1.4%	-5.3%	-5.7%
COC(=O)COc1cccc(NC(=O)c2ccc(C)cc2)c1	u	u	1.2%	-7.6%	-6.3%
CC(=O)Oc1ccc2c(C)c(CC(=O)N3CCN(C(=O)C4COc5ccccc5O4)CC3)c(=O)oc2c1C (stereo unspecified)	6.3%	34.9%	10.9%	-1.8%	-6.3%
COc1ccc(S(=O)(=O)N2CCCCC2)cc1NC(=O)C1CCCC1	-2.0%	6.6%	2.9%	-0.6%	x
O=S(=O)(c1cccc2cccnc12)n1cnc2ccccc21	-0.8%	-1.5%	1.2%	-4.9%	14.9%
CC(=NNC(=S)N1CCCCCC1)c1cccc2cccnc12	x	x	12.3%	25.3%	x
CC(C)(C)c1ccc(S(=O)(=O)N2CCN(C(=O)c3ccc4c(c3)C(=O)N(Cc3ccncc3)C4=O)CC2)cc1	x	x	1.4%	10.4%	x
COc1ccc(CNC(=O)CCCn2nc([N+](=O)[O-])cc2C)cc1	-7.0%	-1.2%	i	12.9%	-1.8%
O=c1[nH]c(/C(Cl)=C/c2cc(Cl)ccc2O)nc2cc(Cl)ccc12	-1.6%	7.2%	6.7%	-0.2%	-5.0%	VEEV TC-83 Vero 10K pilot screen=6.6
CCN(CC)CCn1cnc2c([nH]c3cccc(OC)c32)c1=O	-1.4%	-3.1%	1.5%	-12.8%	-0.5%
Cc1ccc(NS(=O)(=O)c2ccc(CCC(=O)N3CCOCC3)cc2)cc1	3.3%	3.9%	0.3%	-2.7%	-6.0%
CNC(=O)c1cc(NC(=O)N(CCC#N)CCN(C(=O)NC(Cc2ccccc2)C(=O)NC(CC(C)C)C(=O)NC)c2ccccc2)ccc1OC (stereo unspecified)	x	x	i	10.1%	x
Cc1c(C)c2ccc(OC(C)C(=O)NC3CCN(Cc4ccccc4)CC3)cc2oc1=O (stereo unspecified)	5.4%	4.3%	i	-2.6%	-3.7%
COc1ccc(/C(C)=N/NC(=O)c2cccc(S(=O)(=O)N3CCCC3)c2)c(O)c1	20.8%	69.8%	9.8%	-3.2%	-0.3%
CN(C)C(=O)CSc1nnc(-c2cccnc2)n1-c1ccccc1	2.1%	x	0.8%	2.6%	-2.2%
O=C1C(Cc2ccccc2)NC(=S)N1c1ccccc1 (stereo unspecified)	-0.8%	5.0%	1.1%	1.3%	5.9%
CCC[C@@H](CN1CCC[C@H]1CN1C(N)=NC[C@H]1CC(C)C)N1C[C@@H](Cc2ccccc2)N(CCCC2CCCC2)C1=N	u	u	1.3%	11.1%	x
COc1ccccc1N1CCN(C(=O)CC(NC(=O)c2ccccc2Cl)c2ccccc2)CC1 (stereo unspecified)	x	x	5.6%	-14.2%	x
C[C@H](O)[C@H]1CC[C@H]2[C@@H]3CCC4=CC(=O)CC[C@]4(C)[C@H]3CC[C@]12C	-6.5%	30.0%	0.9%	3.2%	-6.0%
COc1ccc(CCNC(=O)C/C(C)=N/NC(=O)COc2ccc(C)cc2Br)cc1OC	19.7%	-3.4%	1.5%	8.4%	3.1%
CCc1c(C)c2ccc(OCC(=O)OC)cc2oc1=O	u	9.03µM*	0.3%	18.9%	-5.0%
CC(C)Oc1ccc(C(CC(=O)N2CCOCC2)C(C)C)cc1 (stereo unspecified)	-1.3%	19.6%	i	-0.9%	-5.7%

Entries listed so far containing bromine, in the order listed:
SMILES	H37Rv inhibition	tuberculosis growth	VEEV TC-83 Vero	H1N1 NS1A inhibition	Salmonella PhoP GFP	others
COc1ccc(CN2CCCN(S(=O)(=O)c3ccc(Br)cc3)CC2)cc1	5.0%	33.5%	i	-13.5%	-5.1%
COc1ccc(CCNC(=O)C/C(C)=N/NC(=O)COc2ccc(C)cc2Br)cc1OC	19.7%	-3.4%	1.5%	8.4%	3.1%

Screening results as filed in PubChem BioAssay.
